# Assay outcomes: PubChem, Broad Institute
# CAL PDZ FP-1 – blocks peptide binding to the human CAL PDZ domain; Q9HD26; purified CAL PDZ, TMR-peptide fluorescence polarization, 1 h; inhibition, % at 24.9 µM; actives 0.92% (n = 300,000); AID 602252;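 active = mean inhibition of at least 30% with at least half of replicates also reaching 30%; inconclusive = no clear call, values can overlap the other calls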;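 also: 0% = DMSO neutral control and 100% = excess unlabeled competitor peptide PRC23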
# dFosB act – enhances mouse delta FosB homodimer DNA binding. P13346. actives 0.99% (n = 340,000). AID 493131. purified delta FosB, TAMRA-CDK5 oligo fluorescence polarization; percent of positive-control signal above neutral wells. activation, % at 25 µM;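 active = mean activation above about 17%, with every replicate also reaching it, limit read from the data, passing the limit was not always enough; inconclusive = only one of the two conditions met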;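 also: fluorescence polarization rise as delta FosB binds a TAMRA Cdk5 AP-1 oligo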
# Target sequence (P13346 whole entry, looked up): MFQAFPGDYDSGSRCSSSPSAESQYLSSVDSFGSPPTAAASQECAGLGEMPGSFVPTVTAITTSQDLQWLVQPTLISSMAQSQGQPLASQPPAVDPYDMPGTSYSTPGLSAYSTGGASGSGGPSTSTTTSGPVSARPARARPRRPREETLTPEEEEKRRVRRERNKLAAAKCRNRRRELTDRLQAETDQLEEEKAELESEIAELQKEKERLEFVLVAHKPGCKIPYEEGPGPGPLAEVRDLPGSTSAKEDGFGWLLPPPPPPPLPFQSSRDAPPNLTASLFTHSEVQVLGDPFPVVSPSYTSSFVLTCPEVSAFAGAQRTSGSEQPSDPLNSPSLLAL
# PvdQ inh – blocks Pseudomonas aeruginosa PvdQ acylase activity | purified PvdQ acylase, fluorescence plate reader | inhibition, % at 10 µM | actives 0.063% (n = 340,000); in the data active = inhibition above about 30%, passing the limit was not always enough; inconclusive = no clear call, values can overlap the other calls;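 also: 0% = vehicle neutral wells and 100% = reference inhibitor wells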
# SR-BI HDL uptake – mouse SR-BI HDL lipid transfer inhibition; ldlA[mSR-BI] CHO cells, DiI-HDL uptake fluorescence, 3 h; inhibition, % at 12.5 µM; actives 0.96% (n = 320,000);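 active = mean replicate inhibition of at least 70% and a set share of replicates each scoring 70 or more; inconclusive = meets just one of the two criteria; inactive = fails both criteria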;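 also: 0% = median of neutral control wells and 100% = median of positive control wells; values of inactives mirror those of a sister screen read the other way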
# CAL PDZ FP-2 – inhibitors of human CAL PDZ peptide binding; actives 0.02% (n = 330,000); purified CAL PDZ, TMR-peptide fluorescence polarization, 1 h; Q9HD26; AID 504414; inhibition, % at 20 µM;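 active = highest replicate inhibition of at least 40%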;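 also: plate controls were DMSO neutral control wells for no effect and unlabeled competitor peptide control wells for full effect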
#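 Material – purified CerCALP PDZ construct · Detection – FP readout, S and P plane fluorescence · Measure – percent inhibition from loss of millipolarization · Controls – unlabelled peptide for full inhibition, DMSO wells as neutral · Probe or stimulus – TMR-labelled reporter peptide T*-PRC34 bound in PDZ groove · Times – 1 h at RT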
# Rtt109 HAT inh – inhibitors of Candida albicans Rtt109/Vps75 histone acetyltransferase | Q5AAJ8 | purified Rtt109/Vps75, ThioGlo CoA-SH fluorescence, 4 h | inhibition, % at 34.9 µM | actives 0.16% (n = 330,000);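 active = inhibition of at least 50% in every replicate; inconclusive = best replicate reaches 50% inhibition but some replicates fall short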
# Target sequence (Q5AAJ8 whole entry, looked up): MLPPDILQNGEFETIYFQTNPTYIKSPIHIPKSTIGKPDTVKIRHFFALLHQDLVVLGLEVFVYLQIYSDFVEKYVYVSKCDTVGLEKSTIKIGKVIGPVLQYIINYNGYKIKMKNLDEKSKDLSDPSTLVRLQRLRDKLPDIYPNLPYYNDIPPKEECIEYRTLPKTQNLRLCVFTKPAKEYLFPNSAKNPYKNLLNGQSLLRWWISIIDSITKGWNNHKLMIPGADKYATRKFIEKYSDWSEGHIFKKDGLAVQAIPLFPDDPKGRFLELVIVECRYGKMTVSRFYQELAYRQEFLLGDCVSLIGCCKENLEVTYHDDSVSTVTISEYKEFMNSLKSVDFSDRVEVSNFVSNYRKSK
# PfHsp90 yeast 2 – reduces growth (ATP signal) of yeast expressing P. falciparum Hsp90; S. cerevisiae expressing PfHsp90, BacTiter-Glo ATP, 48 h; yeast lacking PDR1 and PDR3 efflux regulators; inhibition, % at 9.4 µM; actives 0.32% (n = 310,000);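 active = every replicate shows inhibition above about 80%, whatever the replicate mean, limit read from the data; inconclusive = mean inhibition reaches the set limit but some replicate falls short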;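 also: 0% = DMSO neutral controls and 100% = 20 µM radicicol positive controls; yeast relying on Plasmodium falciparum Hsp90 in place of its own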
# SR-BI DiI-HDL act – activators of SR-BI mediated HDL lipid uptake; activation, % at 12.5 µM; actives 0.096% (n = 320,000); AID 504775; CHO ldlA[mSR-BI] cells, DiI-HDL uptake fluorescence, 3 h; 100 = double the neutral-control signal;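 active = mean replicate activation of at least 60% and every replicate at or above 60%; inconclusive = mean or all-replicate condition met, but not both; inactive = mean below 60% and not all replicates reaching 60%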;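 also: 0% = median plate neutral-control signal and 100% = twice that signal; values of inactives mirror those of a sister screen read the other way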
#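 Material: SR-BI-overexpressing, LDLR-lacking CHO cells; schedule: compound exposure 3 h, 37 °C; reagent: DiI-labelled HDL at 10 µg/mL final; technique: bottom-read fluorescence, 550/595 nm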
# MITF TRPM1 HTS – activators of MITF-driven TRPM1 promoter activity in SK-MEL-5 cells; SK-MEL-5 TRPM1-promoter luciferase, 24 h; % of positive control, neutral wells = 0; activation, % at 12.5 µM; actives 0.75% (n = 300,000);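 active = mean activation of at least 80% with every replicate also reaching 80%; inconclusive = mean reaches 80% but some replicate falls short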;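 also: 0% = neutral control wells and 100% = parthenolide positive control wells; values of inactives mirror those of a sister screen read the other way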
# NSD2 HMT inh – NSD2 (human) methyltransferase inhibition; O96028; NSD2 peptide methylation, AlphaScreen, 120 min; inhibition, % at 12.5 µM; actives 0.54% (n = 310,000); in the data active = inhibition above about 50%
# * hit, by the source's call; ? = inconclusive; nt = not tested or not shown; & = joins results of further samples.
SMILES,CAL PDZ FP-1,dFosB act,PvdQ inh,SR-BI HDL uptake,CAL PDZ FP-2,Rtt109 HAT inh,PfHsp90 yeast 2,SR-BI DiI-HDL act,MITF TRPM1 HTS,NSD2 HMT inh
CC(O)c1nc2ccccc2n1Cc1ccc([N+](=O)[O-])cc1 (stereo unspecified),-3,-4,-6,-17,0.1,2,-8,17,-3,nt
CCOc1ccc(OCCC(=O)OCC(=O)Nc2cc(OCC)c(N3CCOCC3)cc2OCC)cc1,-6,-7,-16,-21,-0.1,-1,8,21,2,7
CCN1CCCc2cc(CN(CCN3CCOCC3)C(=S)Nc3ccc(OC)cc3)ccc21,nt,1,-12,nt,-0.3,2,-17,nt,6,nt
CCn1c(-c2cccnc2Cl)nc2ccccc21,nt,4,-4,-3,0.1,4,-31,3,-15,-2
CCOc1ccccc1CN1C(=O)NC(C)(c2ccccc2)C1=O (stereo unspecified),0,0,-6,-7,0.5,5,-21,7,-7,1
CCN(c1ccc(OC)cc1)S(=O)(=O)c1ccc(-c2cc(C)no2)s1,-2,-7,2,-2,-2.5,6,-2,2,-12,0
COCCN(C(=O)COC(=O)CSc1ccc(Cl)cc1)c1c(N)n(Cc2ccccc2)c(=O)[nH]c1=O,-3,10,6,-3,-2.8,-4,nt,3,2,-4
Cc1cc(C)c(S(=O)(=O)N2CCCOC2CNC(=O)C(=O)NCc2ccco2)c(C)c1 (stereo unspecified),-3,5,-2,-2,0.0,-9,-23,2,-5,-3
O=C1CC(c2ccccc2)CC(O)=C1C=Nc1ccccc1Cl (stereo unspecified),-2,-5,-12,13,-3.0,-6,-17,-13,-14,0
COc1ccc(CN2CCOC2=O)cc1OC,-4,6,-3,-3,-1.0,-3,2,3,5,-4
COc1ccccc1C(=O)O/N=C(\N)c1ccc(Cl)cc1,0,1,2,-1,-1.2,0,7,1,38,-9
Cc1ccc(S(=O)(=O)N(Cc2ccccc2Cl)C(=O)N2CCN(C)CC2)cc1,-7,-4,8,-12,-0.8,-5,-11,12,-2,11
CCn1c(CC(=O)Nc2cccc(Cl)c2Cl)nnc1SCCOc1ccc(OC)cc1,nt,-3,-10,2,-1.6,-3,20,-2,-4,2
Cc1ccc(NC(=O)CSCC(=O)Nc2cc(Cl)ccc2N2CCOCC2)cc1,-4,-24,-14,32,-1.2,-23,31,-32,-1,-3
COc1ccc(CN2CCN(C3CCC3)CC2CCO)c(F)c1 (stereo unspecified),nt,2,7,-18,0.0,3,-1,18,-13,-1
COc1ccc([N+](=O)[O-])cc1NC(=O)CS(=O)(=O)c1ccc(C)cc1,-19,-2,-7,29,-0.6,0,nt,-29,4,0
COc1ccc(CNC(=O)COC(=O)c2ccccc2OCC(=O)Nc2ccc(SC(F)F)cc2)cc1,3,1,-11,-20,-0.4,5,-25,20,-15,-8
Cc1nn(C(=O)N2CCCCC2)c(C)c1CN1C(=O)c2ccccc2C1=O,-12,2,7,-1,-1.2,-5,7,1,12,nt
O=C(O)CSCc1nc2cccnc2n1C1CCCCC1,-4,0,9,-1,-1.4,22,3,1,3,0
COc1cccc(-n2c(SC)nnc2-c2c[nH]c3ccccc23)c1,nt,-11,8,22,-2.2,-3,-8,-22,nt,nt
C[n+]1ccccc1/C=C/c1c(F)cccc1F,-1,9,-7,-13,-0.3,-1,-7,13,nt,1
CCN(CC)C(=O)Cn1cc(S(=O)(=O)CC(=O)NCc2ccccc2)c2ccccc21,-1,-5,-27,2,-1.8,11,-9,-2,3,-10
CC(=O)c1ccc(OC(=O)N2CCOCC2)cc1,-2,-12,3,10,-1.2,0,-6,-10,nt,-4
CCCCn1c(N)c(N(CCOC)C(=O)c2ccc(Br)o2)c(=O)[nH]c1=O,-2,6,2,-25,-0.4,nt,0,25,-7,35
O=C(CC1C[C@H](C(=O)N2CCOCC2)[C@@]2(CCC3CCCC3)c3[nH]c4ccccc4c3CCN2C1=O)NCc1ccco1 (stereo partly specified),-2,-15,-14,nt,-0.8,3,-35,nt,0,nt
Cc1ccc(/C=C/c2onc(C)c2S(=O)(=O)N2CCC(C(=O)N3CCCCC3)CC2)cc1,nt,-1,-4,49,0.5,-1,-76,-49,nt,nt
O=C(Nc1ccccc1)c1cccc2c(Br)cccc12,-7,6,-16,39,0.2,10,5,-39,nt,-1
CC(C)=CCC/C(C)=C/CNC(=O)C[C@H]1C[C@H](C(=O)N2CCCCC2)[C@@]2(C)c3[nH]c4cc(-c5ccco5)ccc4c3CCN2C1=O,-1,-8,8,21,0.1,2,-7,-21,-15,nt
Cc1ccc2cc(CN(CCN(C)C)C(=O)Nc3ccc(Cl)cc3)c(=O)[nH]c2c1,-4,5,2,3,-6.4,11,-2,-3,37,3
CC(=O)c1cccc(NC(=S)N2CCc3ccccc32)c1,1,-4,7,32,-2.9,5,6,-32,-7,0
CNS(=O)(=O)c1ccc2c(c1)C(=O)c1cc(S(=O)(=O)NC)ccc1CC2,-2,4,6,-13,-1.0,3,4,13,-1,nt
O=C(c1cccc(F)c1)n1nnc2ccccc21,-6,2,-13,-41,-0.1,-1,-28,41,3,13
COc1cc(NC(=O)C2CCCC2)c(OC)cc1Cl,-1,6,-6,23,-2.0,-9,5,-23,-7,1
CC1CCCN(S(=O)(=O)c2ccc(NC(=O)C3CCN(C(=O)c4ccco4)CC3)cc2)C1 (stereo unspecified),-3,-9,-16,14,-2.5,21,-28,-14,-5,-2
Cc1ccsc1/C=C1/SC(N2CC(C)OC(C)C2)=NC1=O (stereo unspecified),0,-6,6,37,0.8,-2,-26,-37,3,1
COc1cc2oc(-c3ccc(O)cc3)cc(=O)c2c(O)c1OC,-15,8,-12,54,-4.1,5,-3,-54,25,nt
COc1cc(/C=N/N=C2/SCC(=O)N2c2ccc(O)cc2)ccc1O,-6,-5,1,13,0.4,-3,-7,-13,-1,-3
Cc1ccc(/C(=N\O)c2oc3c(C)c4oc(=O)cc(C)c4cc3c2C)cc1,-2,6,-11,15,-3.3,-12,-11,-15,19,-9
COc1ccc(S(=O)(=O)Nc2ccc(Cl)cn2)c(C)c1C,-3,-3,-4,-13,-2.7,-9,nt,13,nt,1
CCCc1cc(-c2ccc3c(c2)COc2c4ccccc4nn2-3)on1,-3,-2,-14,52,1.4,-7,1,-52,?,nt
CN(C)C(=S)Oc1ccccc1-c1ccccc1OC(=S)N(C)C,0,-1,-7,-16,-1.1,4,nt,16,5,nt
CC(C)CC(=O)Nc1c2c(nn1-c1cccc(Cl)c1)CS(=O)(=O)C2,3,-7,12,-28,-0.6,0,8,28,11,0
Cc1ccc(CN2C(=O)CCC2C(=O)NCCN2CCN(c3cccc(Cl)c3)CC2)cc1 (stereo unspecified),-5,-5,-1,-32,-1.7,1,13,32,1,1
c1ccc(CSC2=NNC(c3ccccn3)S2)cc1 (stereo unspecified),1,0,-15,nt,-1.7,1,21,nt,nt,1
O=C(Nc1cc(Cl)ccc1N1CCCC1)C1=NN(c2ccccc2)C(=O)CC1,0,-11,-9,8,-1.2,-2,-104,-8,1,-1
CC/C(=C/c1sc2ccc(C)cc2[n+]1CCO)SC,-7,1,1,-15,-0.9,nt,-4,15,-11,2
Brc1ccc(/C=N/n2cnnc2)s1,-3,-1,1,-2,-0.6,-1,-17,2,nt,0
CCN1CCN(C(CNS(=O)(=O)c2ccc(Cl)cc2)c2cccnc2)CC1 (stereo unspecified),-4,-4,-4,6,-0.4,-19,-13,-6,7,6
CCCNC(=O)c1cc(S(=O)(=O)N2CCc3ccccc32)ccc1F,nt,-2,0,24,-1.8,3,12,-24,-9,9
Cc1cc(NC(=O)c2cc3ccccc3oc2=O)no1,-5,1,-7,7,-1.6,-1,-8,-7,17,3
# Continuation.
SMILES,CAL PDZ FP-1,dFosB act,PvdQ inh,SR-BI HDL uptake,CAL PDZ FP-2,Rtt109 HAT inh,PfHsp90 yeast 2,SR-BI DiI-HDL act,MITF TRPM1 HTS,NSD2 HMT inh
O=C(Nc1ccccc1)Nc1cccc(-c2cn3cccnc3n2)c1,-3,10,-3,41,-6.1,-6,-3,-41,61,-3
Cc1ccc(S(=O)(=O)N(C)c2cc(S(=O)(=O)N3CCOCC3)c(C)cc2C)cc1,-2,-7,-16,nt,-2.9,3,2,nt,2,-5
COc1cc([C@@H]2[C@H]3CN(C)CC=C3C(C#N)=C(N)C2(C#N)C#N)cc2c1OCO2,3,-6&3,7&-10,-10&-6,1.6&0.0,1&2,30,10&6,-4&-12,23
O=C(NCC(=O)N(c1cccc(F)c1)C(C(=O)NC1CCCC1)c1ccco1)c1ccco1 (stereo unspecified),8,-9,-5,-1,nt,0,17,1,6,-1

# Arranged by count of non-hydrogen atoms (rising): part of the list above.
SMILES,CAL PDZ FP-1,dFosB act,PvdQ inh,SR-BI HDL uptake,CAL PDZ FP-2,Rtt109 HAT inh,PfHsp90 yeast 2,SR-BI DiI-HDL act,MITF TRPM1 HTS,NSD2 HMT inh
Brc1ccc(/C=N/n2cnnc2)s1,-3,-1,1,-2,-0.6,-1,-17,2,nt,0
CC/C(=C/c1sc2ccc(C)cc2[n+]1CCO)SC,-7,1,1,-15,-0.9,nt,-4,15,-11,2
Cc1cc(NC(=O)c2cc3ccccc3oc2=O)no1,-5,1,-7,7,-1.6,-1,-8,-7,17,3
CCCNC(=O)c1cc(S(=O)(=O)N2CCc3ccccc32)ccc1F,nt,-2,0,24,-1.8,3,12,-24,-9,9
CCN1CCN(C(CNS(=O)(=O)c2ccc(Cl)cc2)c2cccnc2)CC1 (stereo unspecified),-4,-4,-4,6,-0.4,-19,-13,-6,7,6
O=C(Nc1cc(Cl)ccc1N1CCCC1)C1=NN(c2ccccc2)C(=O)CC1,0,-11,-9,8,-1.2,-2,-104,-8,1,-1
Cc1ccc(S(=O)(=O)N(C)c2cc(S(=O)(=O)N3CCOCC3)c(C)cc2C)cc1,-2,-7,-16,nt,-2.9,3,2,nt,2,-5
O=C(NCC(=O)N(c1cccc(F)c1)C(C(=O)NC1CCCC1)c1ccco1)c1ccco1 (stereo unspecified),8,-9,-5,-1,nt,0,17,1,6,-1
